From PubChem
TRHR ag: qHTS for Small Molecule Agonists and Allosteric Enhancers of Human TRH Receptor: Primary Screen for Agonists; TRHR cells, calcium flux fluo-8, FDSS agonist mode; Thyrotropin-releasing hormone receptor (Homo sapiens), P34981; activation, % at 2 µM; 0.18% of 360,000 active; in the data active = activation above about 30%; also: 0% is about no effect
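Agonist-mode FDSS calcium read (Ex 480/Em 530, 1 s cycles) in 1536-well TRHR cells with fluo-8 dye, after 10-cycle baseline and 23 nL compound addition; TRH at EC20 (10 nM final) added afterwards for the enhancer phase.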
D1 antag: Antagonist of Human D 1 Dopamine Receptor: qHTS | D(1A) dopamine receptor (Homo sapiens), P21728 | HEK293 TREx D1 cells, calcium flux, dopamine EC80; stronger effect = lower value | activity change, negative = inhibition, % at 10 µM | 3.2% of 360,000 active; in the data active = activity change below about -30%; also: % is scaled to controls: 0 for no effect and ±100 for the full control effect
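Tetracycline-induced HEK293 Trex D1 cells, force-coupled to calcium, dye-loaded; compounds added and read 180 s, then EC80 dopamine added and calcium flux tracked kinetically another 180 s.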
D1 PAM: Potentiators of Human D1 Dopamine Receptor: qHTS; 0.036% of 360,000 active; D(1A) dopamine receptor (Homo sapiens), P21728; HEK293 TREx D1 cells, calcium flux, dopamine EC20 potentiation; potentiation, % at 10 µM; in the data active = potentiation above about 30%; also: 0% is about no effect
RXFP1 ag: qHTS Assay for Agonists of the Relaxin Receptor RXFP1 | Relaxin receptor 1 (Homo sapiens), Q9HBX9 | Potency, µM (titrated, usually from 57.5 µM), for inactives: at the highest dose activation, hits mostly activators | HEK293T-RXFP1 cAMP TR-FRET, 30 min; response scale: percent of porcine relaxin response, buffer zero | 0.3% of 370,000 active | AID 2676, 2010; also: potency is read from the fitted curve at half-maximal effect; % is scaled to controls: 0 for no effect and ±100 for the full control effect; nearly all actives have a fitted effect of over 60% in size; many of its hits are not listed in these tables
Target sequence (Q9HBX9 whole entry, looked up): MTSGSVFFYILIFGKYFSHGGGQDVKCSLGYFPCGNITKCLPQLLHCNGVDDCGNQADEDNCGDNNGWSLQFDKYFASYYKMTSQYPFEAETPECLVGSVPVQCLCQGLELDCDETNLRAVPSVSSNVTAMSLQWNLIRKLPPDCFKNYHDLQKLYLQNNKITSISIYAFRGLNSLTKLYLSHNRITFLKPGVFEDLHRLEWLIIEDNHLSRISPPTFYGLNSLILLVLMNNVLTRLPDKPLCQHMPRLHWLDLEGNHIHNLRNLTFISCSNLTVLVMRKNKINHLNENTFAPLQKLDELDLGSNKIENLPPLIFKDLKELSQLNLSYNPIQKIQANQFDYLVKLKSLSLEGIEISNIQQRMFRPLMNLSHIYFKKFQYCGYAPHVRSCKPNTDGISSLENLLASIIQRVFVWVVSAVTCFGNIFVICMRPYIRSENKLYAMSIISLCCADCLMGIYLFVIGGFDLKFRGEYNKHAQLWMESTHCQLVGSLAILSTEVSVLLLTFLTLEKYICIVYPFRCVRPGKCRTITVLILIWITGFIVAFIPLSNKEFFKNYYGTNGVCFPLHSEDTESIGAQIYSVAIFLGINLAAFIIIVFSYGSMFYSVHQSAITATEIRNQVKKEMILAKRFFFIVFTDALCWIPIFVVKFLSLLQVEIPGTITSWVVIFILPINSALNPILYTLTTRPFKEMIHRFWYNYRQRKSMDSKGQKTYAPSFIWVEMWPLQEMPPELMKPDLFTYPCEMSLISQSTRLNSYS
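cAMP rise read by TR-FRET after 30 min, 37C compound exposure (up to 58 uM) in RXFP1-transfected HEK293 cells with Ro 20174 present. EC50 from Hill-equation fits, with 29 nM porcine relaxin as 100% and buffer as basal.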
Anesthetic bind: qHTS Assay for Identification of Novel General Anesthetics | apoferritin/1-aminoanthracene competitive binding, fluorescence | Potency, µM (top dose mostly 77.5 µM), for inactives: top-dose activity change, negative = displacement, hits mostly inhibitors | 0.074% of 350,000 active; also: potency is read from the fitted curve at half-maximal effect; % is scaled to controls: 0 for no effect and ±100 for the full control effect; nearly all actives have a fitted effect of over 20% in size
Target sequence (P02791 2-175 limits assumed): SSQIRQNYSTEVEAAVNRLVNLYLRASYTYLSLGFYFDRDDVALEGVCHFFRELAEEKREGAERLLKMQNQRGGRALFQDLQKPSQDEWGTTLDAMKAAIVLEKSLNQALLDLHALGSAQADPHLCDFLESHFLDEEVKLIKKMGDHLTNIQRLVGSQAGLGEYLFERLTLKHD
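Read-out: endpoint 1-AMA fluorescence, excitation 380 nm and emission 535 nm, after compounds sit 10 min at room temperature with 10 uM horse-spleen apoferritin in 50% saturated 1-AMA/PBS. Values come from four-parameter Hill fits.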
RXFP1 antag: qHTS Assay for Antagonists of the Relaxin Receptor RXFP1. Relaxin receptor 1 (Homo sapiens), Q9HBX9. HEK293-RXFP1, relaxin-stimulated cAMP HTRF, 30 min; stronger effect = lower value. activity change, negative = inhibition, % at 57.5 µM. 0.59% of 350,000 active;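 active = activity change of -60% or lower, but not beyond a set lower limit; inconclusive = change between -60% and -40%, or beyond the set limit; inactive = change above -40%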; also: % is scaled to controls: 0 for no effect and ±100 for the full control effect
D2 potentiator: HTS Assay for Positive Allosteric Modulators of the Human D2 Dopamine Receptor: Primary Screen for Potentiators. D(2) dopamine receptor (Homo sapiens), P14416. HEK293 T-REx D2, calcium flux, EC20 dopamine potentiation. potentiation, % at 10 µM. 0.34% of 340,000 active. AID 485347, 2010;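 active = potentiation over 3 SD above the plate norm, cut at about 30% in these data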; also: 0% is about no effect
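Potentiation of an EC20 dopamine calcium response is measured in a force-coupled, tetracycline-inducible Hek293 Trex D2 line. Compound-only kinetic reads over 180 s flag agonists before dopamine addition.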
TRHR PAM: qHTS for Small Molecule Agonists and Allosteric Enhancers of Human TRH Receptor: Primary Screen for Enhancers | Thyrotropin-releasing hormone receptor (Homo sapiens), P34981 | TRHR cells, fluo-8 calcium fluorescence, EC20 TRH enhancement | enhancement, % at 2 µM | 0.66% of 360,000 active | AID 493056, 2011; in the data active = enhancement above about 30%; also: 0% is about no effect
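TRHR-expressing cells loaded with fluo-8 calcium dye were read kinetically (ex 480/em 530) during compound addition, then stimulated with an EC20 of TRH (10 nM final). Enhancement of the Gq-mediated intracellular calcium response was scored.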
D1 ag: Allosteric Agonists of the Human D1 Dopamine Receptor: qHTS. D(1A) dopamine receptor (Homo sapiens), P21728. HEK293 T-REx D1 cells, calcium flux, agonist mode. activation, % at 2 µM. 1% of 360,000 active; in the data active = activation above about 30%; also: 0% is about no effect
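Agonism was scored from calcium flux recorded over 180 s (1 read/s) after pintool compound addition, following a 10-cycle baseline. Cells were inducible force-coupled HEK293 TREx D1, plated overnight at 30 C and loaded with no-wash calcium dye.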
An asterisk follows results filed as active; ? = inconclusive; nt = no result given; [ ] = another dose, or the depositor's remark. Unless noted, calls follow the shape of the dose curve; as a rule, active = well fitted curve in the direction sought with a large enough effect; inconclusive = small, poorly fitted or top-dose-only effect, or another doubt; inactive = no such curve, though single readings can be large; an effect the other way counts as inactive or inconclusive. This is a subset, so the mix of outcomes need not match the whole.

TRHR ag	D1 antag	D1 PAM	RXFP1 ag	Anesthetic bind	RXFP1 antag	D2 potentiator	TRHR PAM	D1 ag	compound
0.0	13	-5	-2.8%	-3%	4	5	16	5	CN1CCN(c2ccccc2NC(=O)c2ccccc2F)CC1
-0.2	6	-5	0.8%	-10%	0	-4	-1	2	CSCc1ccc(C(=O)Nc2ccc(C(N)=O)cc2)cc1
-1.4	-10	0	0.5%	46%[activator]	3	-2	1	0	COc1cc2c(cc1OC)CN(Cc1nc3ccsc3c(=O)[nH]1)CC2
0.3	12	-2	0.0%	-3%	nt	9	2	1	COc1cccc(OCC(=O)Nc2nnc3n2CCS3)c1
-1.5	5	-10	0.1%	-8%	-38	18	-2	1	CC(=O)NC(c1cccc([N+](=O)[O-])c1)c1ccc2cccnc2c1O (configuration not stated)
-1.2	5	6	1.5%	-20%	0	-8	21	4	O=c1ccc2c(o1)/C(=C/C=C(Cl)Cl)CCC2
-1.2	-9	-2	-0.4%	-5%	-5	-14	-3	3	CCc1cccc(CC)c1NC(=S)NCCc1ccc(O)c(O)c1
1.5	3	-7	-0.1%	-16%	6	1	-2	15	CCCC1S/C(=N/N=C/c2ccc(OC)cc2)N(Cc2ccccc2)C1=O (configuration not stated)
-0.1	34	2	0.2%	?	-5	1	-5	1	CC1Cc2ccccc2N1C(=O)COC(=O)Cn1cnc2ccccc2c1=O (configuration not stated)
0.1	-5	1	0.0%	-11%	-9	2	-3	6	Cc1onc(-c2ccccc2Cl)c1C(=O)NCc1nc(-c2ccccc2)no1
-0.1	10	-4	-1.1%	-9%	5	-5	-4	2	CCOC(=O)N1CCN(Cc2cn[nH]c2-c2cccc3ccccc23)CC1
0.1	-12	29	4.3%	124%[activator]	2	-6	-7	0	COc1ccc2cc3cc(C(=O)NC(C)C)oc3nc2c1
-2.7	-6	-1	-2.0%	?	5	-5	26	3	CCNC(=O)NC(=O)C(C)OC(=O)C(C)(C)Oc1ccc(Cl)cc1 (configuration not stated)
0.4	-4	-4	-3.5%	-17%	2	-8	-12	1	O=C(O)CCCN1C(=O)/C(=C\c2ccco2)SC1=S
-1.1	0	10	nt	nt	nt	nt	-3	3	O=C1CC(c2ccco2)CC2=C1C(c1ccncc1)n1nc(C(F)(F)F)nc1N2 (configuration not stated)

Sorted by count of non-hydrogen atoms (descending): part of the list above
TRHR ag	D1 antag	D1 PAM	RXFP1 ag	Anesthetic bind	RXFP1 antag	D2 potentiator	TRHR PAM	D1 ag	compound
-0.1	34	2	0.2%	?	-5	1	-5	1	CC1Cc2ccccc2N1C(=O)COC(=O)Cn1cnc2ccccc2c1=O (configuration not stated)
-2.7	-6	-1	-2.0%	?	5	-5	26	3	CCNC(=O)NC(=O)C(C)OC(=O)C(C)(C)Oc1ccc(Cl)cc1 (configuration not stated)
0.3	12	-2	0.0%	-3%	nt	9	2	1	COc1cccc(OCC(=O)Nc2nnc3n2CCS3)c1

Other results:
TRHR ag	D1 antag	D1 PAM	RXFP1 ag	Anesthetic bind	RXFP1 antag	D2 potentiator	TRHR PAM	D1 ag	compound
-0.9	11	1	1.0%	-7%	5	2	1	1	Cc1ccc(CNC(=O)CCCc2nnc3n(CC(C)C)c(=O)c4sccc4n23)cc1
0.0	3	-4	-1.1%	-16%	-32	0	-4	0	Cc1[nH]nc2c1C(c1ccc(OC(=O)c3ccco3)cc1)C(C#N)=C(N)O2 (configuration not stated)
0.2	-2	5	-1.7%	-4%	-6	-3	-12	1	Cc1ccc(C(=O)NNC(=O)c2cccc(C)c2)cc1
0.6	-15	-4	9.4%	nt	2	0	-9	3	COc1ccccc1CCNC(=O)c1cc(-c2ccccn2)nc2ccccc12
-0.1	-9	0	0.2%	-1%	-8	-6	-1	1	CCCC(=O)Nc1ccc2c(c1)nc(CCN1CCCCC1)n2C
-0.9	-15	1	-1.1%	-7%	-6	18	4	-1	On1cnnc1-c1ccccc1
-0.2	8	1	27%	59%[activator]	nt	5	0	-2	CCOC(=O)c1cc2c(=O)n3ccccc3nc2n(CC2CCCO2)c1=NC(=O)c1ccccc1F (configuration not stated)
0.1	8	-2	11%	-3%	-1	nt	-1	3	Cn1ccnc1COc1ccc(C=O)cc1
-0.3	18	-3	-1.3%	-12%	nt	-6	12	1	O=C(Nc1nccs1)C1CCCN1S(=O)(=O)c1cccc2cccnc12 (configuration not stated)
-0.3	1	-2	4.6%	?	-5	7	-6	3	CCCN(CCC)C(=O)c1cc(-c2ccc3c(c2)OCO3)nc2ccccc12
-0.2	-16	1	1.7%	-8%	1	-9	1	2	CCOC(=O)COc1c(OC)cc(Cl)cc1C1NC(=O)NC(C)=C1C(C)=O (configuration not stated)
0.3	4	-7	-0.2%	-1%	-2	-4	0	5	Nc1nsc2ccccc12
0.4	27	4	5.0%	-1%	-6	5	1	4	Cc1cc(-c2nnc(SCC(=O)Nc3nccs3)o2)no1
-0.9	-2	0	6.0%	?	-21	-4	-1	0	CC(C)c1ccc(OCC(=O)Nc2c(Cl)ccc3nsnc23)cc1
-0.8	12	0	-2.7%	-12%	-10	-2	-2	0	COc1ccc(NC(=O)CN(C)C(C)C(=O)NC(=O)NC2CCCCC2)cc1 (configuration not stated)
0.0	30	1	3.1%	-11%	5	2	1	1	CC1CCCCN1C(=O)Nc1cccc(C(F)(F)F)c1 (configuration not stated)
-1.1	5	nt	-0.4%	-4%	-2	0	4	11	O=C(C(Cc1ccccc1)n1cccc1)N1CCN(c2ccccc2)CC1 (configuration not stated)
0.5	-7	-5	-1.4%	-13%	-10	7	0	3	Cc1cccc(N2C(=S)N=C(Nc3c(C)cccc3C)C23CCOC(C)(C)C3)c1 (configuration not stated)
1.2	0	-3	4.4%	-13%	nt	-6	1	8	CCC1=Nc2cc(C(=O)NCCc3ccccc3)ccc2Sc2ccc(Cl)cc21
-0.5	10	5	0.5%	-12%	-21	3	7	1	COc1ccc(C2CC(=O)Nc3ccccc3S2(=O)=O)cc1OC (configuration not stated)
-0.4	-1	-5	0.4%	-19%	-9	3	7	5	O=C(COC(=O)c1ccc(S(=O)(=O)N2CCOCC2)cc1)NC1CCCCCC1
-1.0	4	-4	1.0%	?	-7	1	-3	7	CC(=O)C(=Cc1cc(C)n(-c2ccccc2)c1C)C(C)=O
0.5	-4	-2	-1.7%	-10%	-2	6	-4	2	CN(C)C(/C=C/Nc1ccc(C#N)cc1)=C(C#N)C#N
0.8	4	-7	-0.7%	-15%	-18	-18	-9	3	O=C(c1ccccc1Br)N(Cc1ccccc1)c1ccccc1
0.9	-76*	-5	1.9%	-6%	-3	-21	-8	11	CSc1cccc(NC(=S)NCCCN2CCN(c3ccc(F)cc3)CC2)c1
-0.9	-5	0	8.5%	-13%	0	-6	-4	0	CCCn1nnc(NC(=S)NC(=O)c2ccc(-c3ccc(Br)cc3)o2)n1
13	-9	-6	28%	nt	-4	-7	9	57*	Cc1ccc(S(=O)(=O)NC(C(=O)Oc2ccc3c(C(F)(F)F)cc(=O)oc3c2)c2ccccc2)cc1 (configuration not stated)
-0.4	-18	-5	-0.5%	-19%	7	-6	4	5	CCOc1ccc(NC(=O)CSC2=C(C#N)C(c3ccc4c(c3)OCO4)CC(=O)N2)cc1 (configuration not stated)
-0.3	-6	-4	-0.5%	-15%	3	2	27	1	O=C(c1cccs1)N1CCN=C1SCc1cccnc1
-2.5	-24	-1	2.1%	-2%	-1	-3	4	8	Cc1cccc(OCC(=O)Nc2cc(C)ccc2O)c1

Compound profiles (already shown). Order of values: TRHR ag, D1 antag, D1 PAM, RXFP1 ag, Anesthetic bind, RXFP1 antag, D2 potentiator, TRHR PAM, D1 ag
`COc1ccc(NC(=O)CN(C)C(C)C(=O)NC(=O)NC2CCCCC2)cc1` (configuration not stated) is listed with -0.8, 12, 0, -2.7%, -12%, -10, -2, -2, 0
`CC1Cc2ccccc2N1C(=O)COC(=O)Cn1cnc2ccccc2c1=O` (configuration not stated) is listed with -0.1, 34, 2, 0.2%, ?, -5, 1, -5, 1

More compounds
TRHR ag	D1 antag	D1 PAM	RXFP1 ag	Anesthetic bind	RXFP1 antag	D2 potentiator	TRHR PAM	D1 ag	compound
-0.2	7	-4	-0.5%	-1%	-10	-9	3	0	Cc1cc2ncn(C(=O)N3CCOCC3)c2cc1C
-0.2	-2	0	-3.1%	-6%	3	-10	1	4	O=C1CN(C(=O)CC2C(=O)NCCN2Cc2ccccc2C(F)(F)F)CCN1 (configuration not stated)
0.9	10	0	1.1%	0%	-13	18	12	4	C/C(=N\NC(=O)OC(C)(C)C)c1ccc(-n2ccnc2)cc1
0.3	4	-1	-0.6%	-3%	nt	5	20	0	Cc1ccc(C(=O)N(c2ccc(C)cc2)S(=O)(=O)c2ccc(Cl)cc2)cc1
1.2	11	2	7.8%	-22%	-5	2	11	1	Cc1cc(C)cc(NC(=O)Cn2c(=O)n(C(C)C)c(=O)c3oc4ccccc4c32)c1
0.0	-1	-5	1.1%	-9%	nt	-1	24	0	CCn1nc(C(=O)NNC(=O)COc2ccc(OC)cc2)c2ccccc2c1=O
-1.0	-20	-5	-3.0%	60%[activator]	7	6	-1	7	O=C(NC1CCCCCC1)c1ccc(CS(=O)c2cccc(Cl)c2)o1 (configuration not stated)
-0.4	0	-2	0.1%	-2%	6	-6	-9	0	Cc1cc(C)nc(SCC(=O)c2ccc([N+](=O)[O-])cc2)n1
-0.1	-3	11	-1.2%	-3%	-7	1	-1	0	O=C(NCCC1=CCCCC1)C1CCN(S(=O)(=O)c2cccc3nonc23)CC1
1.3	5	3	0.9%	-3%	0	-3	1	0	CCn1c(=S)[nH]c2ccccc21
0.2	-4	-1	-1.5%	4%	11	21	7	3	COc1ccc(Nc2nc(=O)c3cc([N+](=O)[O-])ccc3s2)cc1
0.6	-1	11	0.7%	-8%	0	-9	1	23	CN(C)CCCN(Cc1ccccc1)C(=S)NCc1ccccc1
-0.7	-12	1	0.8%	-14%	-10	-6	-9	3	Oc1ccc(Cl)cc1/C=N/c1nccs1
-0.1	5	11	-0.3%	-3%	-7	4	5	0	c1ccc(-c2nnc(OCCN3CCOCC3)c3ccccc23)cc1
